KLK7 zymogen act: proKLK7 zymogen activators, primary screen, biochemical, fluorescence intensity; 370,000 tested, 0.9% active; Kallikrein-7 (Homo sapiens), P49862; purified proKLK7, EDANS-DABCYL substrate fluorescence; 100% is mature enzyme control, 0% vehicle; activation, % at 7 µM;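 active = activation above the mean of all tested compounds plus 3 SD, computed per campaign excluding outliers beyond control limits, cut at about 13% in these data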
Target sequence (P49862 whole entry, looked up): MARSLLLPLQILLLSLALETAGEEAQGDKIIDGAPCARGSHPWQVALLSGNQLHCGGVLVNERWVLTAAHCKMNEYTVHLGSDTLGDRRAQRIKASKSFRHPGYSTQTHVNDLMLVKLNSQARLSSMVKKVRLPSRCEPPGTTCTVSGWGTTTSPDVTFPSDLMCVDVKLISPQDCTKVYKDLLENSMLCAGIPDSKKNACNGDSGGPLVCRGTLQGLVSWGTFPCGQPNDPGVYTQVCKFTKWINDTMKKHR
ADAM17 inh: ADAM17 inhibitors, primary screen, biochemical, QFRET; Disintegrin and metalloproteinase domain-containing protein 17 (Homo sapiens), P78536; recombinant ADAM17, EDANS/DABCYL FRET peptide cleavage; inhibition, % at 6.95 µM; 370,000 tested, 0.83% active; AID 720648, 2013;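 active = inhibition above the mean of compounds lying between control limits plus 3 SD, set per campaign, cut at about 8.5% in these data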;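 note: 0% = DMSO-only wells as the low control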
DDE Tn6 FP inh: inhibitors of Tn6 peptide binding to fibrin DD(E), primary screen, biochemical, fluorescence polarization, human fibrin, Tn6 probe; Fibrinogen beta chain (Homo sapiens), P02675; Fibrin DD(E) TRITC-Tn6 fluorescence polarization displacement; inhibition, % at 8.3 µM; 370,000 tested, 0.21% active; AID 720509, 2013;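 active = inhibition above a per-campaign cutoff: mean of compounds within control limits plus 3 SD, cut at about 15% in these data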;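 note: 0% = median of all compound wells on the plate and 100% = blocking peptide control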
ADAM10 inh: human ADAM10 inhibitors, primary screen, biochemical, QFRET, HTS | Disintegrin and metalloproteinase domain-containing protein 10 (Homo sapiens), O14672 | recombinant ADAM10, EDANS/DABCYL FRET peptide cleavage, 3 h | inhibition, % at 7 µM | 370,000 tested, 0.62% active | AID 720582, 2013;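 active = inhibition above a per-campaign cutoff equal to the mean of compounds falling between control-based bounds plus 3 SD, cut at about 20% in these data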;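 note: 0% = DMSO wells while the 100% control is not disclosed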
ASAP1 GAP inh: inhibitors of human ASAP1 ArfGAP activity, primary screen, biochemical, fluorescence polarization. ASAP1-stimulated ARF1 GTP hydrolysis, GDP FP detection. inhibition, % at 16.5 µM. 360,000 tested, 0.19% active; in the data active = inhibition above about 25%;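 note: 0% = vehicle with enzyme and substrate and 100% = no enzyme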
ARFGAP1 inhibitor: inhibitors of rat ARFGAP1 GAP activity, primary screen, biochemical, fluorescence polarization, GDP tracer. ADP-ribosylation factor GTPase-activating protein 1 (Rattus norvegicus), Q62848. Arfgap1-stimulated ARF1 GTP hydrolysis, GDP FP detection. inhibition, % at 16.5 µM. 360,000 tested, 0.26% active;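 active = inhibition above a per-plate limit, mean inhibition of low control wells plus 3 SD, cut at about 25% in these data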;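 note: 0% = DMSO wells with enzyme and 100% = wells lacking Arfgap1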
Target sequence (Q62848 1-136 limits assumed): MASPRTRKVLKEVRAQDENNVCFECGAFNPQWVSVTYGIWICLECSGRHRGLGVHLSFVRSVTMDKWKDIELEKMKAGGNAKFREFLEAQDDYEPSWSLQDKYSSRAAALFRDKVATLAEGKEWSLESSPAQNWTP
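Material: truncated rat Arfgap1 GAP domain; Incubation: compound-enzyme preincubation 20 min, reaction 120 min, detection 60 min, 25 °C; Read-out: percent inhibition of Arfgap1-stimulated GTP hydrolysis; Technique: FP, GDP Alexa 633 tracer displaced from anti-GDP antibody, 620/688 nm; Controls: No-Arfgap1 wells (100%) versus DMSO full-reaction wells (0%); Replication: single well per compound.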
DDE Tn7 FP inh: inhibitors of Tn7 peptide binding to fibrin DD(E), primary screen, biochemical, fluorescence polarization, human fibrin, Tn7 probe; Fibrinogen beta chain (Homo sapiens), P02675; FP displacement of FITC-Tn7 peptide from fibrin DD(E); 0% = median of compound wells per plate; inhibition, % at 8.3 µM; 370,000 tested, 0.13% active; AID 720508, 2013;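 active = inhibition above the mean of compounds falling within the control limits plus 3 SD of them, cut at about 14% in these data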;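 note: 0% = plate median of compound wells and 100% = 10 µM Aha-Tn7 peptide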
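Assay system: Fibrin-DD(E) protein isolated from polymerized human fibrin clots; read-out basis: percent inhibition; medium: Tris/NaCl/CaCl2 buffer, pH 7.8; signal: FP measurement; incubation: 10 min plus 3 h, room temperature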
LEDGF integ inh: blockers of LEDGF/p75-dependent integrase strand transfer – biochemical, TR-FRET, high throughput, primary screen. inhibition, % at 3.7 µM. 370,000 tested, 0.64% active. TR-FRET IN-LEDGF/p75 DNA integration, Eu/Cy5. AID 743269, 2014;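 active = inhibition above the screen-wide mean plus 3 SD, cut at about 13% in these data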;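 note: signal is the Cy5 over europium emission ratio at 671 and 618 nm; 0% = plate median of compound wells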
PLC-gamma1 inh: PLC-gamma1 enzyme inhibitors, primary screen, biochemical, fluorescence, purified enzyme. 1-phosphatidylinositol 4,5-bisphosphate phosphodiesterase gamma-1 (Homo sapiens), P19174. fluorogenic substrate. inhibition, % at 12.2 µM. 370,000 tested, 0.84% active; in the data active = inhibition above about 9.5%
TDP2 inh: human TDP2 enzyme inhibitors, primary screen, biochemical, epi absorbance, recombinant enzyme; T5PNP hydrolysis, p-nitrophenol absorbance 415 nm; inhibition, % at 12.8 µM; 370,000 tested, 0.34% active; AID 720702, 2013;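 active = inhibition above the mean of all tested compounds plus 3 SD, set per campaign, cut at about 25% in these data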;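 note: 0% = DMSO with enzyme and 100% = buffer with substrate but no TDP2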
Target sequence (O95551 whole entry, looked up): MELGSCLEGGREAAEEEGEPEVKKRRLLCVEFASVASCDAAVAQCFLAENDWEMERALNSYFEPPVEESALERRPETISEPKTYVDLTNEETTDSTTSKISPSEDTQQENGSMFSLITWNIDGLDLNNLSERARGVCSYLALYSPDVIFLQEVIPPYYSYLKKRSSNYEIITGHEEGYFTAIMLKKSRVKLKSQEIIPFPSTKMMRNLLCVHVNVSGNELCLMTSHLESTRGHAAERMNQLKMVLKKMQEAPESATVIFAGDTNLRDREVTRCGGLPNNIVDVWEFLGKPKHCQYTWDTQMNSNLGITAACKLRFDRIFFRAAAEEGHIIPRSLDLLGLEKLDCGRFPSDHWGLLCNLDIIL
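Incubation: 2 h at 37 °C; Test system: recombinant human TDP2; Quantity: enzyme 120 nM; Read-out basis: percent inhibition; Medium: 50 mM Tris-HCl pH 7.5 with Mg2+, KCl, DTT, BSA; Repeats: single replicate; Compound: 12.8 µM single point, 1% DMSO; Signal: epi absorbance; Reagent: 5 mM T5PNP chromogenic substrate; Benchmarks: no-enzyme high, DMSO-plus-enzyme low.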
An asterisk follows results filed as active; i = inactive; x = no result given.

structure,KLK7 zymogen act,ADAM17 inh,DDE Tn6 FP inh,ADAM10 inh,ASAP1 GAP inh,ARFGAP1 inhibitor,DDE Tn7 FP inh,LEDGF integ inh,PLC-gamma1 inh,TDP2 inh
CCCOc1ccccc1C1C(C(=O)OC)=CN(C(C)C)C=C1C(=O)OC,6.1,i,-3,i,-2,13,-2,2,i,2
c1cc(CNCCN2CCNCC2)ccn1,0.3,-2,1,-7,-4,2,-3,4,-2,-11
N#CCCN(Cc1cccnc1)C(=O)c1sc2cc(F)ccc2c1Cl,0.3,1,8,6,6,8,-4,3,5,-3
COc1ccccc1NS(=O)(=O)c1ccc(C)c(C(N)=O)c1,0.8,-1,2,5,2,0,-1,-2,4,9
O=C1c2cccc3c(O)ccc(c23)C(=O)N1Cc1ccccc1,0.3,-3,24*,-14,13,9,-1,1,i,-3
C=CCOC(=O)C1=C(C)NC(=O)NC1c1cc2c(cc1Br)OCO2 (configuration not stated),0.0,-3,2,2,14,3,2,-2,-1,6
COCCNc1nc(SCC(=O)N2CCN(c3ccccc3)CC2)nc2ccccc12,0.3,3,3,-4,2,8,0,-7,-4,-4
Cc1nc([N+](=O)[O-])c(N2CCOCC2)n1Cc1ccccc1,0.2,0,-5,0,-3,0,11,-3,-2,-2
Cc1noc(C)c1C(=O)Nc1nccs1,0.2,-1,5,-5,-17,4,-1,3,0,4
O=C1NC(=Nc2ccc3ccccc3c2)S/C1=C/c1ccco1,0.0,0,-9,-1,11,7,-1,10,-10,-1
CC1CCN(S(=O)(=O)c2ccc(C(=O)Nc3nnc(C4CC4)o3)cc2)CC1,0.0,5,21*,6,-12,-7,2,4,0,8
COc1ccccc1-c1nnc(SCC(=O)Nc2oc(C)c3c(C)n[nH]c(=O)c23)n1C,-0.7,-1,-4,3,0,-3,2,4,1,-2
O=C(Nc1ccncc1)c1ccc([N+](=O)[O-])cc1Cl,0.4,0,0,-2,14,11,-6,1,4,3
C/C(=N\NC(=O)c1ccccc1F)c1ccccn1,0.2,-5,1,-4,-1,2,-1,-2,0,-3
CC(C)c1ccc2oc(=O)cc(CN3CCCCC3)c2c1,0.0,-3,3,-5,-3,-2,-1,-4,-2,0
COc1cccc(CC2(CO)CCCN(Cc3[nH]c4ccc(C)cc4c3C)C2)c1 (configuration not stated),0.9,2,7,-4,12,13,-4,-6,-10,-22
Nc1nc(N)nc(-c2ccccn2)n1,-0.7,-4,-5,-4,-3,-1,-7,1,0,-1
COc1cccc(-c2nc(N)nc(SC)c2C#N)c1,-0.5,-2,-4,-7,9,9,-3,-5,2,-5
CC[C@@H](CCC1CCCCC1)CN(c1ccccc1)S(C)(=O)=O,0.2,0,-7,2,x,x,2,-2,3,6
O=C(CCc1nnc(CCCCc2ccccc2)o1)NCc1cccc(F)c1,0.1,-1,-4,0,9,-2,5,-3,0,8
O=C(CSc1nnc(-c2ccccn2)n1Cc1ccco1)Nc1ccc(Oc2ccccc2)cc1,0.4,3,-4,9,x,x,-10,5,11*,-19
Cc1cccc(NC(=O)CNC(=O)[C@@H](Cc2ccccc2)NC(=O)[C@H]2O[C@@H](n3ccc(N)nc3=O)[C@H](O)[C@@H]2O)c1C,0.5,-6,5,-9,0,13,-1,-1,3,4
Cc1cc(NC(=O)CN2C(=O)NC(c3ccccc3)(c3ccc(C)c(C)c3)C2=O)no1 (configuration not stated),-0.1,3,-4,14,1,-2,-2,10,2,1
COc1ccc(CC(=O)Nc2nnc(SCc3ccccc3)s2)cc1S(=O)(=O)N1CCOCC1,-0.3,0,11,8,3,-2,8,0,-4,-3
Cn1nc(C(=O)NCc2ccccc2)c2c1-c1ccccc1S(=O)(=O)C2,-0.3,-4,5,5,-12,-1,-8,1,6,-18
CCn1c(C(=O)N2CCC(Cc3ccccc3)CC2)cc2sccc21,0.3,-1,-8,-2,15,-8,4,1,1,-7
CCc1cc(=O)oc2cc(C)cc(OCC(=O)N3CCC[C@@H]3C(=O)O)c12,2.8,-56,6,-215,11,4,0,2,-93,-2
CCOC(=O)C1CCN(CC(=O)Nc2c(C(=O)OC)[nH]c3ccc(Cl)cc23)CC1,-0.4,-15,-8,-43,3,4,7,5,-9,2
Cc1ccccc1OCC(=O)Nc1nnc(C2CCCC2)s1,-0.2,-4,1,-1,1,6,11,-5,2,8
NS(=O)(=O)c1ccc(N2C(=O)C(=O)/C(=C(/O)c3ccccc3)C2c2ccc(Cl)cc2)cc1 (configuration not stated),0.2,-1,4,6,-12,-3,0,-4,0,-3
N#Cc1ccc(C(=O)NCC2CCCCC2)cc1,-0.6,-5,0,0,-1,-2,5,5,2,7
CSc1nsc(SCC(=O)Nc2c(C)n(C)n(-c3ccccc3)c2=O)n1,1.1,-1,11,3,4,9,0,-2,5,2
CC(C)CC1NC(=O)c2cc3ccccc3cc2-n2c1nc1cc(Cl)ccc1c2=O (configuration not stated),0.3,-2,5,-8,4,3,13,-1,0,5
O=C1N=C(N2CCOCC2)S/C1=C\C=C/c1ccccc1,1.1,4,3,1,3,6,2,2,-11,-6
CC(C)NC(=O)Cn1nnc(-c2cccc(NC(=O)c3ccccc3F)c2)n1,0.6,0,-15,2,-2,19,2,2,2,7
COC(=O)N/N=C\c1ccc(-c2cc(Cl)c(Cl)cc2Cl)o1,-0.7,0,-3,-8,-2,-4,-4,1,1,3
Cn1c(=O)c2[nH]c(SCCN3CCOCC3)nc2n(C)c1=S,-0.1,-2,5,-4,-5,-7,-1,-3,-3,5
CCCN1CN(c2ccccc2)C(=S)N(c2ccccc2)C1,0.1,-1,2,2,-6,2,-6,1,-1,-4
CCN(CC)C(=S)SC1CCCCN(C(=O)c2ccccc2)C1=O (configuration not stated),-0.3,-5,1,-5,-4,0,-3,-1,-1,-1
CCc1ccc(C(C(=O)NCc2ccc(F)cc2)N(C(=O)c2csnn2)C2CC2)cc1 (configuration not stated),0.0,2,4,1,-4,-1,8,-7,-1,-18
C=CCn1c(=O)c2ccccc2n2c(SCC(=O)Nc3sc(C)c(CC)c3C(=O)OCC)nnc12,0.2,-2,0,-7,14,1,-4,0,-1,5
Cc1cccc(NCc2cccc3ccccc23)n1,-0.5,0,-6,5,-6,6,2,-2,-3,10
COc1ccc(CN(C)C(=O)CCN2C(=O)c3ccccc3C2=O)c(OC)c1OC,0.0,-4,4,3,-1,4,5,-2,0,13
COC(=O)c1ccc(C2/C(=C(/O)c3ccc(OC)cc3)C(=O)C(=O)N2CC2CCCO2)cc1 (configuration not stated),-0.5,-4,-3,-4,-6,-8,0,1,0,-9
CC[N+](C)(C)Cc1ccccc1Br,0.1,-2,5,4,-2,4,6,-1,4,2
Cc1ccccc1NC(=O)CN1C(=O)C2C3CC(C(Br)C3Br)C2C1=O (configuration not stated),0.0,1,-1,10,-3,-5,3,-3,2,6
COc1cc(NC(=O)CSc2nnc3ccccn23)cc(OC)c1OC,0.4,-2,0,-6,-3,-9,9,-2,-3,2
COc1ccc(CNC(=O)c2nn(C)c3c2CS(=O)(=O)c2ccccc2-3)cc1,0.3,2,-4,3,-8,-5,1,0,6,-14
COc1ccc(NC(=O)C2C(=O)N(C)C3(C)CC2c2ccccc2O3)cc1 (configuration not stated),0.4,-2,-1,3,-3,5,6,2,-2,1
NC1=[N+](Cc2ccccc2)C[C@H]2C(=C3CCCC[C@H]3n3c(=O)n(-c4ccccc4)c(=O)n32)N1,-0.1,1,-5,3,x,x,-7,1,-2,-2

Arranged by value in ADAM17 inh (descending): 3 of the compounds above.
structure,KLK7 zymogen act,ADAM17 inh,DDE Tn6 FP inh,ADAM10 inh,ASAP1 GAP inh,ARFGAP1 inhibitor,DDE Tn7 FP inh,LEDGF integ inh,PLC-gamma1 inh,TDP2 inh
COc1ccc(CNC(=O)c2nn(C)c3c2CS(=O)(=O)c2ccccc2-3)cc1,0.3,2,-4,3,-8,-5,1,0,6,-14
COc1cc(NC(=O)CSc2nnc3ccccn23)cc(OC)c1OC,0.4,-2,0,-6,-3,-9,9,-2,-3,2
COc1ccc(CN(C)C(=O)CCN2C(=O)c3ccccc3C2=O)c(OC)c1OC,0.0,-4,4,3,-1,4,5,-2,0,13

Assay outcomes as filed in PubChem.
